# KCNQ1 act = human KCNQ1 channel potentiation or activation; P51787; CHO-K1 KCNQ1, thallium flux FluxOR fluorescence; stronger effect = higher value; B-score at 10 µM; actives 0.35% (n = 310,000); AID 2648;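 active = fluorescence ratio B-score, a plate-corrected score, at least three library SD, with initial intensity B-score within 5 SD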
# Target sequence (P51787 whole entry, looked up): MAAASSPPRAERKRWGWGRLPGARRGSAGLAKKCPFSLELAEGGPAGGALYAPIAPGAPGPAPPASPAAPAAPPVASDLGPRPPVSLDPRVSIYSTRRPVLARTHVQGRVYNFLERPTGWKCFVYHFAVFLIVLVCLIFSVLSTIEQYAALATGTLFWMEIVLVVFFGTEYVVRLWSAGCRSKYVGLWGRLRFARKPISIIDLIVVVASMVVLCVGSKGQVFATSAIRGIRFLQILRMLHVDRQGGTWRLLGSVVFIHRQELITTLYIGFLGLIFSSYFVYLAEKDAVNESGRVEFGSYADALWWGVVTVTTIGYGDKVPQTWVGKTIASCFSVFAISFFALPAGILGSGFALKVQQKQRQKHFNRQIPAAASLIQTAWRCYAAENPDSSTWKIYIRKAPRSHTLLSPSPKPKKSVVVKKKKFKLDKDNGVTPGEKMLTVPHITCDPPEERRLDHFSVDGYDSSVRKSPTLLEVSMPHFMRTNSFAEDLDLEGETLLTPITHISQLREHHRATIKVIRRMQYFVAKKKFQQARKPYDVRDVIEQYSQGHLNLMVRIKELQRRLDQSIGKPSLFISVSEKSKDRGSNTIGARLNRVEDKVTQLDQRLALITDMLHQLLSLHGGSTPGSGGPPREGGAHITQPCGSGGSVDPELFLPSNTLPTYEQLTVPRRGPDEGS
#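 assay system = CHO-K1 cells stably expressing KCNQ1 | medium = assay buffer, equal DMSO in all wells | timing = 37 °C overnight plating, 90-min dark dye load, 20-min compound pretreatment | measured by = kinetic FluxOR thallium fluorescence, 10-s 1-Hz baseline, 110-s post-stimulus read | measure = fluorescence change relative to baseline, converted to B score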
# RGS4 block = inhibitors of human RGS4. actives 0.45% (n = 310,000). HEK293 M3R/RGS4 inducible, Fluo-4 calcium flux; stronger effect = higher value; triggered by carbachol at its EC20. B-score at 10 µM;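 active = B-score, a plate-corrected calcium signal, over three deviations above library mean, with baseline fluorescence within five deviations of library mean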;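 note: RGS4 expression induced by doxycycline in cells with stable M3 receptor; B-score is computed from the integrated fluorescence ratio over baseline after carbachol; higher B-score means a larger calcium signal and so more RGS4 inhibition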
# RGS4 pot = RGS4 potentiation or activation | HEK293 M3R/inducible RGS4, carbachol calcium flux Fluo4; stronger effect = lower value | B-score at 10 µM | actives 0.92% (n = 310,000);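 active = B-score of the integrated calcium signal more than 4 SD below the library mean, with starting fluorescence not abnormally high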;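 note: negative B-score means reduced calcium response which marks RGS4 activation or potentiation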
#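 Material: M3R-expressing HEK293 line, RGS4 induced by doxycycline | Schedule: Overnight RGS4 induction, 30 min dye load 37 °C, 20 min compound RT | Measured by: Fluo4 fluorescence kinetic imaging of calcium | Read-out: Integrated calcium ratio converted to B score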
# KCNQ1 inh = human KCNQ1 channel inhibition | P51787 | actives 1.3% (n = 310,000) | CHO-K1 KCNQ1, FluxOR thallium flux fluorescence; stronger effect = higher value | B-score at 10 µM | AID 2642;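 active = compounds whose thallium flux B-score, printed positive for inhibition, exceeds three library SD while starting fluorescence stays within three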;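 note: channel opened by potassium depolarization with thallium stimulus after 20 min compound exposure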
# GSK3 alpha inh = blocks human GSK-3 alpha kinase. ADP-Glo luminescence, 60 min. inhibition, % at 10 µM. actives 0.1% (n = 320,000);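 in the data active = inhibition above about 50%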;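 note: GST-tagged GSK-3 alpha with peptide substrate and 25 µM ATP; 0% = DMSO neutral wells and 100% = GW8510 positive control wells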
# KCNK3 inh = human KCNK3 channel inhibition, primary screen; CHO-KCNK3 thallium flux, FluxOR fluorescence; stronger effect = lower value; B-score at 10 µM; actives 0.84% (n = 340,000); AID 602410;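 active = B-score under library mean minus 4 SD, starting fluorescence ratio at most library mean plus 5 SD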;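 note: more negative B-score means stronger inhibition of thallium flux through KCNK3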
# Dyrk1A ADPGlo = blocks rat Dyrk1A kinase activity; actives 0.43% (n = 310,000); Q63470; ADP-Glo luminescence, NFATc1 peptide; inhibition, % at 12.5 µM; in the data active = inhibition above about 50%;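 note: plate controls were vehicle with enzyme for no effect and no enzyme for full effect; many of its hits are not listed in these tables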
# GSK3B inh = inhibitors of human GSK3beta kinase; GST-GSK3beta kinase, ADP-Glo luminescence, 60 min; stronger effect = lower value; P49841; actives 0.038% (n = 300,000); activity score (negative = inhibition), % at 10 µM;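 active = more than half of replicate wells score below -50%, meaning over 50% inhibition versus plate controls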;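 note: 0% = median DMSO wells and -100% = median GW8510 positive control wells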
# Target sequence (P49841 whole entry, looked up): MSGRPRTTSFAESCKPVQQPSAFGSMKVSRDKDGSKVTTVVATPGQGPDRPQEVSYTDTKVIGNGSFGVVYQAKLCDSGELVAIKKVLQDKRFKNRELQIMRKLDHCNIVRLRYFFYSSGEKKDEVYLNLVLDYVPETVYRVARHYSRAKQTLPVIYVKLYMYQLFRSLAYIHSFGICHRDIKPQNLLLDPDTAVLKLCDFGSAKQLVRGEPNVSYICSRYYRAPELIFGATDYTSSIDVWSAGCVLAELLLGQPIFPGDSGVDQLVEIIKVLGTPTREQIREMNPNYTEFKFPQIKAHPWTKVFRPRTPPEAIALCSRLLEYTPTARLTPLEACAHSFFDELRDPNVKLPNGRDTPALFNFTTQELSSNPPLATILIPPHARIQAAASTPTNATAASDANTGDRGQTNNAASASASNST
#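 Assay system: GST-fused GSK3beta enzyme, cell-free / Medium: Tris pH 7.5 buffer with MgCl2, DTT, BSA, heparin / Also added: peptide substrate plus 25 µM ATP (final) / Compound: 10 µM single point / Timing: kinase reaction with compound 60 min at room temperature / Detection: ADP-Glo luminescence / Benchmarks: DMSO neutral wells and GW8510 at 20 µM as positive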
# KCNK9 inh = blocks the human KCNK9 two-pore domain potassium channel. AID 488922. B-score at 10 µM. actives 1.2% (n = 310,000). HEK293 KCNK9, FluxOR thallium flux fluorescence; stronger effect = lower value;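 active = ratio B-score over 3 SD below the library mean, with starting fluorescence within 5 SD of its mean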;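 note: negative B-score means less thallium flux so channel inhibition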
# hERG rescue = shields human hERG channel from block by proarrhythmic agents. Q12809. actives 0.51% (n = 310,000). activation (rescue from dofetilide block), less the hit threshold, % at 10 µM. CHO-hERG, FluxOR thallium flux, dofetilide IC70 present;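 active = activation above the mean of controls blocked by dofetilide plus 5 SD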;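 note: thallium influx through hERG after potassium depolarization seen as dye fluorescence rise; in these data hits start at about 4.7%; inactives centre near -7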
# PolyA inh = inhibitors of polyadenylation in S. cerevisiae; calls only at 12 µM; actives 0.02% (n = 300,000); S. cerevisiae SKY197-pL101 polyadenylation reporter, beta-gal luminescence; efflux-impaired pdr1/pdr3 knockout yeast; score 100 = 6 SD above DMSO;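 active = lowest replicate activity score at least 50, where 100 means six control SD above control mean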;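 note: yeast exposed to compound for 9 h at 30 °C; higher score means more reporter readthrough which indicates perturbed polyadenylation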
# * = called active by the depositor; i = inactive; nt = not tested or not shown. These rows are one share of the data. The share of hits here may be higher or lower than overall.
cpd	SMILES	KCNQ1 act	RGS4 block	RGS4 pot	KCNQ1 inh	GSK3 alpha inh	KCNK3 inh	Dyrk1A ADPGlo	GSK3B inh	KCNK9 inh	hERG rescue	PolyA inh
1	CSc1ccccc1C(=O)Nc1ccc2c(c1)CCC2	i	i	i	i	0	i	2	4	i	-10	i
2	CC(=O)Nc1ccc(S(=O)(=O)NC2(C(F)(F)F)NC(=O)N(CC(C)C)C2=O)cc1 (stereo not drawn)	i	i	i	i	0	i	-3	5	i	-6	i
3	NC(=O)CC(NC(=O)Cc1ccc(Br)cc1)c1ccc(NCc2ccc(F)c(F)c2)c([N+](=O)[O-])c1 (stereo not drawn)	i	i	i	i	-1	i	3	4	i	-3	i
4	Cc1cccc(N2CCN(S(=O)(=O)c3cc(-c4cc(C)no4)ccc3C)CC2C)c1 (stereo not drawn)	i	i	i	i	-2	i	-6	-1	i	-5	i
5	COc1ccccc1NC(=S)N1CC(C)(C)C1=O	i	i	i	i	3	i	0	1	i	-10	i
6	COc1ccccc1C(=O)Nc1ccc(NC(=O)c2ccco2)cn1	i	i	i	i	-3	i	1	0	i	-12	i
7	CCOCc1cn(CC(=O)c2ccc(Cl)cc2)c(C)nc1=N	i	i	i	i	-1	i	3	7	i	-6	i
8	O=C(Nc1ccccc1N1CCCCC1)C1CCN(S(=O)(=O)c2ccccc2C(F)(F)F)CC1	i	i	i	11*	-2	i	7	23	i	-13	nt
9	Cc1nn(-c2ccccc2)c(N2CCCC2)c1/C=N/NC(=O)C1CC1	i	i	i	i	-1	i	nt	2	i	-5	i
10	CCOc1ccc(C(=O)Nc2ccc(NC(=O)c3ccco3)c(Cl)c2)cc1Cl	i	i	i	i	3	i	6	2	i	-4	i
11	COc1ccccc1C(=O)NCCC(=O)N1CCN(c2ccccc2Cl)CC1	i	i	i	i	-1	i	1	9	i	-12	i
12	Cc1cccc(NC(=O)C2CCCN(C(=O)NC3CCCCC3)C2)c1C (stereo not drawn)	i	i	i	i	-5	i	-5	2	i	-13	i
13	CCOC(=O)N1CCN(CC(O)c2c[nH]c3ccc(OC)cc23)CC1 (stereo not drawn)	i	i	i	i	2	i	2	1	i	-10	i
14	CN(Cc1ccccc1)S(=O)(=O)c1ccc2c(c1)CCC(=O)N2	i	i	i	i	-3	i	1	-1	i	-2	i
15	COCCn1c(SCc2ccc(C(=O)OC)o2)nc2cc(Cl)ccc2c1=O	i	i	i	i	3	-9.8*	-3	-2	-7.4*	-1	i
16	Cc1ccc(/C=C/S(=O)(=O)NCC(=O)O)cc1	i	i	i	i	-2	i	-6	2	i	2	i
17	COc1cc(/C=C(\C#N)c2nc3ccccc3o2)ccc1O	i	i	i	i	0	i	39	-6	i	-13	i
18	Cc1ccc(N2C(=O)C3C4C=CC(CNC(=S)Nc5ccc(Cl)cc5)(O4)C3C2=O)cc1 (stereo not drawn)	i	i	i	i	2	i	11	-2	i	-9	i
19	COc1cc2c(cc1OC)CN(S(=O)(=O)c1cccc(F)c1)CC2	i	i	i	i	0	i	-6	11	i	0	i
20	COc1cccc(C2/C(=C(\O)c3ccc4c(c3)OCCO4)C(=O)C(=O)N2CC2CCCO2)c1 (stereo not drawn)	i	i	i	i	nt	i	nt	0	i	-12	nt

# (continued)
cpd	SMILES	KCNQ1 act	RGS4 block	RGS4 pot	KCNQ1 inh	GSK3 alpha inh	KCNK3 inh	Dyrk1A ADPGlo	GSK3B inh	KCNK9 inh	hERG rescue	PolyA inh
21	Cc1ccc(-c2nn3c(C)nnc3c3ccccc23)cc1S(=O)(=O)N(C)CCO	i	i	i	i	nt	i	1	2	i	-4	i
22	O=C(CSc1ccc(Cl)cc1)N/N=C/c1ccc([N+](=O)[O-])o1	i	i	i	i	3	i	-5	-2	i	-5	i
23	Cc1ccc(C(=O)NNS(=O)(=O)c2ccccc2[N+](=O)[O-])cc1	i	i	i	i	-6	i	-1	1	i	-2	i
24	COC(=O)C1=C(NC(=O)COc2ccc3ccccc3c2)CCS1	i	i	i	i	0	i	-7	-6	i	-9	i
25	COc1ccc(S(=O)(=O)Nc2nc3ccccc3s2)cc1OC	i	i	i	i	-1	i	-7	1	i	4.7*	i
26	CC(C)OCCCNc1ncnc2c1nc1n2CCCC1	i	i	i	i	1	i	-3	2	i	-4	i
27	CC12C(=O)N(Cc3ccccc3)C(=O)C1C1C=CC2C1 (stereo not drawn)	i	i	i	i	-3	i	-6	-2	i	-12	i
28	C=CCn1cc(C(=O)NCc2ccc(Cl)cc2)c(=O)c2cc(S(=O)(=O)N(CC)CC)ccc21	i	i	i	i	nt	i	6	4	i	-17	i
29	Cc1ccc(S(=O)(=O)N2CCC(=O)N(CCOC(=O)Nc3cc(C)cc(C)c3)CC2)cc1	i	i	i	i	1	i	3	1	i	-12	i
30	COc1cc(NC(=O)COc2ccc3c(C)cc(=O)oc3c2C)cc(OC)c1OC	i	i	i	i	-2	i	2	2	i	-4	i
31	CS(=O)(=O)N(CC(=O)O)c1ccc(C23CC4CC(CC(C4)C2)C3)cc1	i	i	i	i	-1	i	0	-1	i	-7	i
32	Cc1cccc(C)c1OCC(=O)N1CCc2ccccc2C1	i	i	i	i	nt	i	3	0	i	-12	i
33	O=C1C2C3C=CC(C3)C2C(=O)N1CCCO (stereo not drawn)	i	i	i	i	1	i	-5	2	i	-4	i
34	CN1CCN(NC(=O)c2ccc(S(=O)(=O)N3CCCCCC3)cc2)CC1	i	i	i	i	-1	i	2	0	i	-9	i
35	O=Cc1cn(-c2ccc(F)cc2)c2ccccc12	i	i	i	i	1	i	0	1	i	-6	i
36	CCOC(=O)c1c(C)c(C(=O)NCC2CCCO2)c(C)n1C (stereo not drawn)	i	i	i	i	-3	i	1	-1	i	-4	i
37	Cc1cc(C)cc(OCC(=O)OCC(=O)N(CC(C)C)c2c(N)n(Cc3ccccc3)c(=O)[nH]c2=O)c1	i	i	i	i	0	i	-2	1	i	-7	i
38	Nc1ccc(Oc2ccc3c(c2)C(=O)NC3=O)cc1	i	i	i	i	17	i	-3	-10	i	-8	i
39	CC(C)(C)C(=O)NC(=S)Nc1ccc(S(=O)(=O)Nc2nccs2)cc1	i	i	i	i	0	i	1	-1	i	-3	i
40	COC(=O)CNC(=O)c1ccc(OC2CCN(C(=O)C3CC3)CC2)cc1	i	i	i	i	-2	i	2	0	i	-4	i

# Next records follow.
cpd	SMILES	KCNQ1 act	RGS4 block	RGS4 pot	KCNQ1 inh	GSK3 alpha inh	KCNK3 inh	Dyrk1A ADPGlo	GSK3B inh	KCNK9 inh	hERG rescue	PolyA inh
41	COC(=O)COc1cccc(NC(=O)c2ccccc2)c1	i	i	i	i	-1	i	2	-2	i	-7	i
42	Cc1cccn2cc(-c3ccc(NC(=O)Cc4ccccc4)cc3)nc12	i	i	i	i	-2	i	2	0	i	-8	i
43	Cc1noc(C)c1CSc1nnc(-c2ccccc2)n1N	i	i	i	i	0	i	-6	1	i	-8	i
44	COCc1nnc(NS(=O)(=O)c2ccc(Cl)cc2)s1	i	i	i	i	nt	i	14	2	i	-2	i
45	CCCCN=C(Nc1ccc(Cl)cc1)c1cccnc1	i	i	i	i	-1	i	1	2	i	-8	i
46	COc1ccc(OC)c(C(C)NC(=O)c2ccc(Br)cc2)c1 (stereo not drawn)	i	i	i	i	nt	i	-2	1	i	-12	i
47	CC(c1nc2ccccc2c(=O)[nH]1)N(C)CCOc1ccc(Cl)cc1 (stereo not drawn)	i	i	i	i	0	i	-1	1	i	-12	i
48	Cc1sc2ncnc(N3CCC(C(=O)NNC(=O)c4ccccc4Cl)CC3)c2c1C	i	i	i	i	9	i	25	-16	i	-18	i
49	Cc1ccc(-c2nnn(CC(=O)N(C)C3CCCCC3)n2)o1	i	i	i	i	-1	i	5	0	i	-11	i
50	O=C(CSc1cccc[n+]1[O-])NC(=O)c1ccc(OC(F)F)cc1	i	i	i	i	-1	i	-2	1	i	-9	i
51	CCOC(=O)c1ccc(N2C(=O)CC(N3CC(C)OC(C)C3)C2=O)cc1 (stereo not drawn)	i	i	i	i	-3	i	-2	3	i	-1	nt
52	Cc1nc2cc(NC(=O)NCCCO)ccc2o1	i	i	i	i	-4	i	nt	1	i	-1	i
53	COC(=O)/C=C1/N/C(=N\c2nc(C)cc(C)n2)N(c2cccc(C)c2)C1=O	i	i	i	i	-4	i	-2	4	i	-9	i
54	Cc1ccc(S(=O)(=O)N2CCN(C(=O)CN3CCCCC3)C2)cc1	i	i	i	i	5	i	-3	-2	i	-10	i
55	COc1ccc(N2CC(C)(C)C2=O)cc1	i	i	i	i	-1	i	2	1	i	-4	i
56	COc1ccc(/C=N/NC(=O)C2(O)c3ccccc3-c3ccccc32)cc1	i	i	i	i	-1	i	-5	0	i	-9	i
57	O=[N+]([O-])c1cccc(/C=N/NC2=NCCCCC2)c1	i	i	i	i	1	i	4	-4	i	-8	i
58	Cc1ccc(Nc2nc(N)c3ccccc3n2)cc1Cl	i	7.3*	i	i	0	i	33	-4	i	-21	i
59	COc1cccc(C(=O)NCC(=O)N/N=C/c2cccs2)c1	i	i	i	i	0	i	0	0	i	-6	i
60	COc1ccccc1OCC(=O)NCc1n[nH]c(=O)c2ccccc12	i	i	i	i	0	i	4	4	i	-10	i

# (more compounds)
cpd	SMILES	KCNQ1 act	RGS4 block	RGS4 pot	KCNQ1 inh	GSK3 alpha inh	KCNK3 inh	Dyrk1A ADPGlo	GSK3B inh	KCNK9 inh	hERG rescue	PolyA inh
61	C[n+]1ccc(/C=N/Nc2nc(Cl)c(C#N)c(Cl)c2Cl)cc1	i	i	i	i	20	i	11	-4	i	-3	i
62	Cc1cc(N=CC2=C(O)CC(C)(C)CC2=O)no1	i	i	i	i	-4	i	5	0	i	-6	i
63	CCn1c2ccccc2c2cc(NC(=O)c3coc(=O)c(Br)c3)ccc21	i	i	i	i	-2	nt	nt	-2	-8.8*	-19	i
64	C/C(=C/C(=O)NCc1ccccc1)C(=O)O	i	i	i	i	-3	i	27	2	i	-9	i
65	CCOc1cc(/C=C\c2[nH]c(=O)[nH]c(=O)c2[N+](=O)[O-])ccc1OC(C)CC (stereo not drawn)	i	i	i	i	1	nt	nt	1	i	-8	i
66	Cc1ccccc1NC(=O)NC1(C(=O)N2CCN(C)CC2)CCCCC1	i	i	i	i	-2	i	10	3	i	-8	i
